# Screens deposited in PubChem BioAssay by National Center for Advancing Translational Sciences (NCATS).
# EPAC2 agonist: activates human EPAC2 exchange factor | EPAC2 activation, biochemical qHTS; response scale: 100% = 6.5 mM cAMP response | AID 720711 | Q8WZA2 | Potency, µM (doses to about 154 µM), for the others: top-dose activation, hits mostly activators | actives 0.079% (n = 360,000); further: potency means the concentration at half of the fitted maximal effect; nearly all actives have a fitted effect of over 50% in size
#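 Nucleotide exchange monitored as fluorescence drop when BODIPY-GDP leaves Rap1B. Reaction: 100 nM EPAC2, 250 nM RAP1B-BODIPY-GDP, 50 uM GDP, room temperature, kinetic read over 30 min. Activity expressed relative to 6.5 mM cAMP.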
# WRN helicase inh: inhibitors of human WRN helicase; Q14191; WRN helicase unwinding, fluorescent forked duplex, kinetic; Potency, µM (highest dose often 114 µM), for the others: at the top dose activity change, negative = inhibition, actives largely listed as inhibitors; actives 0.46% (n = 360,000); AID 651768; further: potency means the concentration at half of the fitted maximal effect; on the % scale 0 is the no-effect control and ±100 the full control effect; nearly all actives have a fitted effect of over 55% in size
#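 Enzyme (20 nM final) and test compound sit together 15 min at room temperature before substrate addition. Substrate is a single-forked duplex oligonucleotide (100 nM) labelled with fluorophore and quencher, with 2 mM ATP; helicase unwinding raises red fluorescence, read kinetically.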
# IL2 activator: activators of IL-2; IL-2 activation reporter assay, cell-based qHTS; stimulated with anti-CD3/CD4/CD28 beads; in transgenic mouse T cells; activation, % (series mostly up to about 46 µM); actives 0.065% (n = 360,000); AID 652025; in the data active means activation above about 50%; inconclusive means mostly about 30% to 49%; further: 0% is about no effect
#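 Using fluorescent plate cytometry, EGFP and DsRed are detected in transgenic mouse T cells stimulated 18 h at 37 degrees C with antibody-coated beads after 60 min compound pretreatment.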
# CCT chaperon mod: changes cytosolic chaperonin activity | actives 0.3% (n = 360,000) | purified chaperonin ATPase assay, HTRF ADP detection, 30 min | activity change, % (test concentration not listed), hits read low | AID 651819; in the data active means activity change below about -30%; further: on the % scale 0 is the no-effect control and ±100 the full control effect
#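 TRiC at 40 or 20 nM final (batch-dependent) in 30 mM Tris pH 7.4, 100 mM KCl, 5 mM MgCl2, 1 mM DTT, with compound at single 76 uM and 10 uM ATP, 30 min at 37 deg C. ADP detected by HTRF Transcreener, 665/615 ratio.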
# PLK1 PBD block: PLK1 (human) polo-box domain binding inhibition; Plk1 PBD binding of FITC phosphopeptide, fluorescence polarization; Potency, µM, for inactives: max response, negative = inhibition, hits mostly inhibitors; actives 2.8% (n = 360,000); AID 720504; further: potency means the concentration at half of the fitted maximal effect; series mostly up to about 57 µM; on the % scale 0 is the no-effect control and ±100 the full control effect; nearly all actives have a fitted effect of over 65% in size
# Target sequence (P53350 whole entry, looked up, the tested form may be a part): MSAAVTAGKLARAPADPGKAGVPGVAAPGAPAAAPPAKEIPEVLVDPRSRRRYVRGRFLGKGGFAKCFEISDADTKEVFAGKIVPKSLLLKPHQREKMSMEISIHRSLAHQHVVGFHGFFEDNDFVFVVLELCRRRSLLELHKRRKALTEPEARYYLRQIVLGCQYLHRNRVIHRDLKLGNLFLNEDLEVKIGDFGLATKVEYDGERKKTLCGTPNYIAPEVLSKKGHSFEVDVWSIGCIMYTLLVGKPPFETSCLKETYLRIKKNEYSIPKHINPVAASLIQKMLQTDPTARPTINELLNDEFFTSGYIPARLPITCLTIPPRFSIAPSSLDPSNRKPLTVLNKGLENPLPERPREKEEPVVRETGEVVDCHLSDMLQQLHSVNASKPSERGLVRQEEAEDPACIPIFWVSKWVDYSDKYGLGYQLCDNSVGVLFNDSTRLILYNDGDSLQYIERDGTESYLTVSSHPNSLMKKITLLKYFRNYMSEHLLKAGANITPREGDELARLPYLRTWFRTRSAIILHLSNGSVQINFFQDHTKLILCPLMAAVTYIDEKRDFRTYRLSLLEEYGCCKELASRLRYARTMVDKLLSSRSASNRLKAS
# PI5P4Ka inh: PI5P4K alpha (human) kinase inhibition; P48426; PI5P4Kalpha enzyme, ADP-Glo luminescence, 60 min; stronger effect = lower value; max response, %; actives 1.2% (n = 330,000); active means max response of -50% or lower; inconclusive means between -30% and -50%; inactive means -30% or higher; further: value at the top dose of about 77 µM; on the % scale 0 is the no-effect control and ±100 the full control effect
# Target sequence (P48426 whole entry, looked up): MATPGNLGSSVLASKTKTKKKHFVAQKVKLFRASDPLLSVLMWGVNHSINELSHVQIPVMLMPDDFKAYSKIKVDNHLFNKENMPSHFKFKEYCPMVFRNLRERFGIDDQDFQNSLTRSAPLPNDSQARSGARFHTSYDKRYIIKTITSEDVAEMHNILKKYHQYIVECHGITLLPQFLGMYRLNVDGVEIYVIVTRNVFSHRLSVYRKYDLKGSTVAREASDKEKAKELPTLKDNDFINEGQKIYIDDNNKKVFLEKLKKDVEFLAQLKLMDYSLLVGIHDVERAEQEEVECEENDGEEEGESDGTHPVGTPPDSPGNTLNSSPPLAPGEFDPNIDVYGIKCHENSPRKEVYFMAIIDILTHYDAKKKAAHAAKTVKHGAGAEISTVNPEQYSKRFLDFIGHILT
#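 PI5P4Kalpha ADP-Glo assay; 5 microM ATP final; 60 min RT reaction; HEPES pH 7.4/EGTA/CHAPS, 5% DMSO; controls lacking substrate or enzyme; luminescent end-point.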
# EPAC1 antag: antagonists of human EPAC1. actives 0.14% (n = 360,000). Potency, µM (doses to about 115 µM), for the others: top-dose activity change, negative = inhibition, usual class: inhibitors. O95398. EPAC1 GEF assay, Rap1b-BODIPY-GDP exchange fluorescence;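 further: potency means the concentration at half of the fitted maximal effect; plate controls were vehicle for no effect and positive control for full effect; nearly all actives have a fitted effect of over 50% in size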
# EPAC1 agonist: EPAC1 (human) agonism; EPAC1 agonist qHTS, biochemical assay; response scale: 100% = response to 6.5 mM cAMP; Potency, µM (series often up to 154 µM), for inactives: at the highest dose activation, usual class: activators; actives 0.073% (n = 360,000); further: potency means the concentration at half of the fitted maximal effect; nearly all actives have a fitted effect of over 60% in size
#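 Multi-concentration qHTS readout: loss of Rap1B-bound BODIPY-GDP fluorescence driven by 100 nM EPAC1 with excess GDP (50 uM), monitored kinetically at room temperature; agonist response expressed relative to 6.5 mM cAMP.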
# Numbers without * were called inactive; u = inconclusive; x = not tested or not shown; [ ] = another dose, or the depositor's remark. Unless noted, the call rests on the fitted dose curve; in most records, active means well fitted curve in the direction sought with a large enough effect; inconclusive means small, poorly fitted or top-dose-only effect, or another doubt; inactive means no such curve, though single readings can be large; an effect the other way counts as inactive or inconclusive. A portion of the library; rates above refer to the full screens.
SMILES,EPAC2 agonist,WRN helicase inh,IL2 activator,CCT chaperon mod,PLK1 PBD block,PI5P4Ka inh,EPAC1 antag,EPAC1 agonist
C/C(CCc1ccccc1)=N\NC(=O)CCc1ccccc1,-7%,-17%[57.1 µM],-2.4,-3.7,-4%,2,0%,1%
COc1ccc2c(c1OC)C(=O)N1C2SC[C@H]1C(=O)NC1CC1 (some centres undefined),10%,9%,0.5,-28,-13%,3,-5%,-3%
CCOC(=O)N1CCN(c2nc(-c3ccc(Cl)cc3)cs2)CC1,22%,-1%,-2.5,0.8,-9%,x,-6%,9%
CCN(CC)C1CCN(C(=O)c2ccc(OC3CCN(CCc4ccccc4)CC3)cc2)C1 (centres undefined),2%,2%,0.8,1.2,6%,0,-7%,-10%
CC(C)COc1ccc(/C(=N/O)c2ccccc2)cc1,22%,-14%[57.1 µM],-3.4,-0.2,-8%,x,-18%,u
COc1cc(/C=N/Nc2ccc3ccccc3c2)ccc1OC(=O)c1ccco1,-8%,0%[57.1 µM],-1.7,1.3,u,-15,3%,-17%
COc1ccc(C(=O)NC(C(=O)OCC(=O)Nc2sccc2C(N)=O)C(C)C)cc1 (centres undefined),9%,1%[11.6 µM],0.1,-1.6,-6%,-13,6%,-16%
Cn1nc(C(C)(C)C)cc1C(=O)N1CCCC(c2cc(C(=O)NCc3ccccc3)no2)C1 (centres undefined),4%,7%,-1.1,0.2,-5%,1,-1%,-13%
CCCCOc1ccc(-c2cc(C(F)(F)F)c(C#N)c(SCC(=O)O)n2)cc1,-19%,4%[11.6 µM],-6.1,-0.6,-17%,2,5%,-9%
COc1ccc(C(=O)Oc2cc(C)c(CN3CCOCC3)cc2C)cc1OC,4%,-8%,-0.5,-7.6,-4%,10,-6%,9%
C=C(C)C(=O)Nc1cccc(C2=NOC3(C2)C[C@@H](C(N)=O)N(C(=O)c2ccc(Cl)cc2)C3)c1 (some centres undefined),-6%,45µM*,-0.2,-0.5,24µM*,u,-23%,2%
O=C(CSc1nnc(-c2ccccn2)o1)Nc1ccc(F)cc1,0%,0%,-2.5,-0.7,3%,1,1%,-4%
COC(=O)[C@@]1(Cc2ccc(OC)cc2)[C@H]2c3cc(C(=O)N4CCCC4)n(CCc4c[nH]c5ccccc45)c3C[C@H]2CN1C(=O)c1ccccc1,7%,-9%,-0.9,0.5,-1%,-1,-12%,-3%
Cc1ccc(CCNC(=O)C2CCCN(S(=O)(=O)c3c(C)nn(C)c3C)C2)cc1 (centres undefined),-1%,-3%,-0.2,-1.7,27µM*,-2,7%,9%
COc1cc(F)ccc1S(=O)(=O)N1CCN(c2ccccc2)CC1,12%,-4%,0.3,1.0,-16%,-1,-6%,0%
CCc1ccc(NC(=O)Cn2nc(C(=O)O)c3ccccc3c2=O)cc1,-2%,3%,0.6,-2.4,-2%,9,-8%,-10%
O=C(O)c1cccc(N2C(=O)Nc3ccccc3N2O)c1,-6%,-3%,-3.3,-0.4,-5%,-5,-9%,4%
NS(=O)(=O)c1ccc(CNC(=S)NCc2ccc(F)cc2)cc1,14%,-4%,0.3,-0.3,-2%,0,-15%,-12%
CC1CCN(S(=O)(=O)c2cc(Cl)ccc2Br)CC1,20%,-9%,4.5,0.6,4%,x,0%,8%
CC(C)CN(CC(C)C)S(=O)(=O)N1CCC(C(=O)NCCN2CCOCC2)CC1,2%,2%,-2.2,-2.1,-1%,x,-10%,-4%
COc1ccc(OC)c(CCNC(=O)Cn2nc(C)c3c(C)n(-c4ccccc4)nc3c2=O)c1,1%,3%,0.0,3.0,-18%,6,u,6%
CCOc1ccccc1NC(=O)CCNC(=O)N1CC(=O)Nc2ccccc21,8%,2%,-0.3,2.5,3%,-12,5%,0%
COc1ccc2c(CC(=O)Nc3ccc(OC)c(NS(=O)(=O)c4ccc(F)cc4)c3)coc2c1,11%,-28%,0.5,2.3,-1%,u,-4%,-5%
COc1ccc(CN2CC[C@H]3C=CC[C@@H](C(=O)N4CCOCC4)[C@H]3C2=O)cc1OC,6%,0%,1.2,-1.7,-1%,-1,-1%,0%
COc1cccc(NC(=O)CN(C)C(=O)c2cccc(NS(=O)(=O)c3ccc(Br)cc3)c2)c1,8%,-7%,0.0,0.6,-4%,-2,-12%,8%
CCn1c(SCC(=O)Nc2ccc3c(c2)oc2ccccc23)nnc1-c1ccc(N)cc1,3%,-15%,0.9,0.1,3%,x,-12%,5%
O=C(CCNS(=O)(=O)c1ccccc1F)N1CCN(C/C=C/c2ccccc2)CC1,6%,-7%,-0.4,-1.4,0%,-3,-8%,9%
O=C(N/N=C/c1c(O)ccc2ccccc12)c1cccc(C(F)(F)F)c1,u,-1%,4.6,-0.8,35%[activator],14,-15%,u
O=C(NNC(=S)NCC1CCCO1)c1cccc(S(=O)(=O)N2CCOCC2)c1 (centres undefined),3%,7%,-1.5,1.0,-18%,-6,-2%,-5%
CC(C)n1cc(CN2CCCC(CNS(=O)(=O)c3cccc4cccnc34)C2)cn1 (centres undefined),-2%,7%,-4.1,1.4,3%,-7,-7%,-9%
O=C(C[C@H]1C[C@H](C(=O)N2CCCCC2)[C@@]2(CCc3ccccc3)c3[nH]c4ccc(Cl)cc4c3CCN2C1=O)NCc1cccc(C(F)(F)F)c1,-3%,-7%,-0.9,0.3,-2%,-1,-3%,9%
CCC(C)Sc1ccc(-c2nc3ccc(C)cn3c2NC2CCCCC2)cc1 (centres undefined),-1%,3%,-0.5,-2.6,-2%,5,-11%,-20%
COc1ccc([C@@H]2CC=C(C(=O)O)[C@H](c3ccc(F)cc3)N2S(=O)(=O)c2ccc(Cl)cc2)cc1,0%,-7%,-1.2,-1.0,-1%,-4,-13%,-25%
CCOc1ccc(S(=O)(=O)NN=C(C)c2cccnc2)cc1,6%,4%,-0.2,-1.2,-11%,-1,-17%,7%
O=C(NCc1ccco1)c1cccc(Br)c1,1%,9%,1.8,-3.9,-5%,0,0%,0%
O=C(NCc1ccncc1)C(=O)N/N=C/c1ccccc1OCc1ccccc1,6%,-9%,-0.1,-3.9,-6%,8,-14%,-5%
O=Nc1c(O)n(Cc2ccc(Cl)cc2Cl)c2ccccc12,9%,-10%,-3.8,2.4,-2%,4,-15%,u
CCN1CCN(c2ccc(NC(=O)c3cccc(OCc4ccccc4)c3)cc2)CC1,5%,0%,-0.6,-4.5,-12%,7,-12%,-4%
CN(c1ccccc1)S(=O)(=O)c1cc(C(=O)NCc2ccco2)ccc1Cl,9%,-10%,1.1,-1.1,-3%,-14,-3%,-3%
O=C1COc2ccc(C(=O)COC(=O)c3cc(S(=O)(=O)N4CCOCC4)ccc3F)cc2N1,-2%,-10%,-0.1,1.7,-1%,-22,-1%,2%
Cn1ccnc1SCC(=O)Nc1ccccc1,-3%,-6%[57.1 µM],3.3,-0.1,-2%,16,-18%,16%
O=C1CC(SC(=Nc2ccccc2)Nc2ccccc2)C(=O)N1c1cccc2ccccc12 (centres undefined),19%,3%,0.6,0.4,-12%,8,-2%,13%
CC(C)(C)n1nnnc1C(c1ccccc1OC(F)(F)F)N1CCN(C/C=C/c2ccccc2)CC1 (centres undefined),9%,-9%,-0.9,0.4,0%,-14,-25%,-23%
CC(NC(=O)COC(=O)Cn1cnc2ccccc2c1=O)C1CC2CCC1C2 (centres undefined),7%,-21%,-7.5,-4.9,-14%,-5,0%,0%
CCC(=O)Nc1nnc(CCc2ccccc2)s1,6%,0%,0.3,-0.2,-4%,u,4%,-4%
CC(C)c1ccc(-c2cc(C(=O)NN3CCN(C)CC3)c3ccccc3n2)cc1,7%,-32%[57.1 µM],0.7,-1.8,-26%,2,-12%,-4%
CCn1c(CN2CCOCC2)nnc1SCC(=O)Nc1ccc(C(C)=O)cc1,13%,-27%,3.0,0.2,-11%,-11,-9%,-3%
COC(=O)c1c(C)cc(C)n2c1nc1ccccc12,-10%,-36%[57.1 µM],-2.7,-2.2,-12%,0,-7%,-9%
COc1ccccc1NS(=O)(=O)c1cc(NC(=O)c2cc3ccccc3oc2=O)ccc1C,-5%,-14%,-0.2,-1.7,-1%,2,15%,2%
c1ccc(Cn2ncc3c(N4CCN(C(c5ccccc5)c5ccccc5)CC4)ncnc32)cc1,28%,-7%,0.1,-0.7,-13%,6,-9%,0%
c1cc2c3c(cccc3c1)NN=N2,-2%,-23%,-4.6,0.5,-16%,-21,-3%,4%
COc1cccc(N2CC(=O)N(NC(=O)CSc3nc(C)cc(C)c3C#N)CC2=O)c1,0%,-29%[57.1 µM],-0.3,3.1,1%,1,40%[activator],3%
Cc1ccnc(NS(=O)(=O)c2ccc(N3C(=O)c4c(Cl)c(Cl)c(Cl)c(Cl)c4C3=O)cc2)n1,-8%,-6%[11.6 µM],-2.0,-0.5,u,-29,-8%,-2%
CC1CCCC(C)N1CCNC(=O)CCn1nc(-c2ccccc2)ccc1=O (centres undefined),8%,9%,2.3,-3.2,-6%,-19,13%,7%
O=c1c2cn[nH]c2nc(SCc2ccc3c(c2)OCCO3)n1-c1ccccc1,6%,-3%,-0.9,-5.6,-7%,-4,-15%,9%
O=S(=O)(c1ccc2ccccc2c1)N1CCc2ccccc21,5%,-1%,-1.0,-2.0,0%,14,-6%,-4%
COc1ccc(N(CC(=O)Nc2cccc(C)c2)S(=O)(=O)c2ccc(C)cc2)cc1OC,-1%,11%,0.4,-1.7,-14%,1,-12%,2%
Cc1csc(NC(=O)c2ccccc2C(=O)O)n1,12%,-6%,-0.3,0.4,-5%,-3,-9%,-4%
CC1CC1C(=O)OCC(=O)Nc1ccc2[nH]c(=O)[nH]c2c1 (centres undefined),-10%,-21%[57.1 µM],-0.2,-2.2,-21%,-4,-3%,1%

# Filtered by structure, the entries above containing an NH in an aromatic ring.
SMILES,EPAC2 agonist,WRN helicase inh,IL2 activator,CCT chaperon mod,PLK1 PBD block,PI5P4Ka inh,EPAC1 antag,EPAC1 agonist
COC(=O)[C@@]1(Cc2ccc(OC)cc2)[C@H]2c3cc(C(=O)N4CCCC4)n(CCc4c[nH]c5ccccc45)c3C[C@H]2CN1C(=O)c1ccccc1,7%,-9%,-0.9,0.5,-1%,-1,-12%,-3%
O=C(C[C@H]1C[C@H](C(=O)N2CCCCC2)[C@@]2(CCc3ccccc3)c3[nH]c4ccc(Cl)cc4c3CCN2C1=O)NCc1cccc(C(F)(F)F)c1,-3%,-7%,-0.9,0.3,-2%,-1,-3%,9%
O=c1c2cn[nH]c2nc(SCc2ccc3c(c2)OCCO3)n1-c1ccccc1,6%,-3%,-0.9,-5.6,-7%,-4,-15%,9%
CC1CC1C(=O)OCC(=O)Nc1ccc2[nH]c(=O)[nH]c2c1 (centres undefined),-10%,-21%[57.1 µM],-0.2,-2.2,-21%,-4,-3%,1%
